# LYP inhibition = PTPN22 lymphoid phosphatase activity blockers – biochemical, fluorescence intensity, uHTS (AID 1779); recombinant LYP phosphatase, fluorescence intensity; higher % means a stronger effect; inhibition, % at 11.5 µM; hits with a dose series show IC50 in µM; 0.054% of 290,000 active;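 also: plate controls were vehicle with enzyme for no effect and no enzyme for full effect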
# human PMI inhibition = inhibitors of human PMI, primary screen, biochemical, fluorescence intensity, coupled assay (AID 1209). purified PMI enzyme, coupled fluorescence intensity; higher % means a stronger effect. one-dose inhibition, % at 20 µM; IC50 in µM for titrated hits. 0.42% of 190,000 active;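 also: plate controls were DMSO vehicle for no effect and wells lacking substrate for full effect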
# human PMI inhibitors = human PMI inhibitors, high substrate, primary screen, biochemical, fluorescence intensity, high mannose 6-phosphate (AID 1220); recombinant PMI enzyme, coupled fluorescence intensity; higher % means a stronger effect; one-dose inhibition, % at 20 µM; IC50 in µM for titrated hits; 0.66% of 190,000 active
# XIAP displacement = XIAP antagonists, biochemical, IAP family, fluorescence polarization (AID 1018) | XIAP BIR domain, fluorescence polarization peptide displacement; higher % means a stronger effect | 0.007% of 200,000 active | displacement, % at 20 µM; hits with a dose series show IC50 in µM; in the data active = displacement above about 50%; also: a part of the inactive calls stands beside numbers as strong as those of hits
# M17LAP inhibition = P. falciparum M17LAP inhibitors, primary screen, biochemical, fluorogenic H-Leu-NHMec substrate, 1536-well (AID 1619). recombinant M17LAP, H-Leu-NHMec fluorogenic kinetic assay; higher % means a stronger effect. 0.38% of 220,000 active. inhibition, % at 30 µM; hits with a dose series show IC50 in µM;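 active = compound inhibiting the enzyme by more than half at any dose during confirmatory dose-response retesting; inconclusive = strong single-dose inhibitors picked by rank but not retested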;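 also: plate controls were full reaction with DMSO carrier for no effect and no enzyme background for full effect; strong numbers were not always called active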
# M1AAP inhibition = malaria alanyl aminopeptidase activity blockers – biochemical, fluorogenic H-Leu-NHMec substrate, 1536-well (AID 1445) | recombinant M1AAP, H-Leu-NHMec fluorogenic kinetic assay; higher % means a stronger effect | inhibition, % at 30 µM; hits with a dose series show IC50 in µM | 0.42% of 220,000 active;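 active = primary inhibition above the hit cutoff, then over 50% inhibition at one or more dose response concentrations, cut at about 23% in these data, passing the limit was not always enough; inconclusive = conflicting primary data, or primary hits not chosen for dose response; inactive = low primary inhibition, or under 50% at every dose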;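 also: plate controls were DMSO full reaction for no effect and no enzyme background for full effect; strong numbers were not always called active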
# AID2073 = inhibitors of Mint1-CaV2.2 protein interaction, biochemical, HTRF (AID 2073); 0.19% of 290,000 active; HTRF protein-protein interaction, Mint1-CaV2.2; higher % means a stronger effect; inhibition, % at 20 µM, or IC50 in µM where a hit was titrated; in the data active = inhibition mostly above about 51%, no sharp cut-off; inconclusive = no clear call, values can overlap the other calls; inactive = mostly below about 53%; also: some results filed as inactive read as strong as hits
# Dynein cargo inh = dynein cargo transport inhibition; 3617.4 mouse cells, GR-EGFP nuclear translocation imaging; test concentration mostly 20 µM; stimulated with dexamethasone, 1 µM; stronger effect = lower value; z-score, hits read low; 0.47% of 220,000 active; AID 1381;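 active = plate z-score of nuclear minus cytoplasmic receptor signal below a set negative limit, without overly bright fluorescence or cell loss, cut at about -3.5 in these data, passing the limit was not always enough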;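 also: z-score of nuclear minus cytoplasmic ring GR-EGFP intensity difference per well; some compounds called inactive have numbers as strong as hits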
#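 medium = tetracycline-free induction medium containing charcoal-stripped FBS | also added = 1.0 µM final dexamethasone stimulus | schedule = 48 h induction, 1 h compound, 30 min dex at 37 °C | technique = fixed, Hoechst-stained cells imaged at 10x for EGFP | measure = GR-EGFP nuclear translocation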
# Siah-1 displacement = blockers of Siah-1 interaction with plectin peptide – biochemical, fluorescence polarization, rhodamine-plectin, uHTS, primary screen (AID 1817) | displacement, % at 20 µM, or IC50 in µM where a hit was titrated | Siah-1 / rhodamine-plectin peptide fluorescence polarization; higher % means a stronger effect | 0.02% of 290,000 active;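 active = displacement of at least 50% at 20 µM, with a fluorescence ratio check between 0.3 and a set limit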;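 also: plate controls were Siah plus tracer with DMSO for no effect and tracer alone without Siah for full effect; strong numbers were not always called active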
# Dynein cargo inh cytoplasmic EGFP = second read-out of Dynein cargo inh, no call of its own (marks repeat the call); z-score; measured here: cytoplasmic GR-EGFP intensity; stronger effect = higher value
# Dynein cargo inh nuclear GR-EGFP = further read-out of Dynein cargo inh, marked with its call; z-score; measured here: nuclear GR-EGFP intensity;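 lower value marks the stronger effect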
# Dynein cargo inh cell count = also measured in Dynein cargo inh; calls as there; z-score; measured here: cell count per field
# * hit, by the source's call; ? = inconclusive; . = no result given. Rule as the data show it, unless noted: active = inhibition above about 50%; inactive = the rest.
SMILES,LYP inhibition,human PMI inhibition,human PMI inhibitors,XIAP displacement,M17LAP inhibition,M1AAP inhibition,AID2073,Dynein cargo inh,Dynein cargo inh cytoplasmic EGFP,Dynein cargo inh nuclear GR-EGFP,Dynein cargo inh cell count,Siah-1 displacement
COC(=O)c1cc(NC(=O)N2c3ccccc3Sc3ccccc32)cc(C(=O)OC)c1,2%,19%,8%,0.7%,-10%,2%,15%,-0.98,-0.21,-0.97,1.7,4%
O=C(CNS(=O)(=O)c1cccc2nsnc12)NCc1ccc(Cl)cc1,-8%,-2%,-16%,-10%,5%,-3%,19%,0.39,0.37,0.59,-0.46,17%
Cc1sc(NC(=O)CCCC(=O)O)c(C(N)=O)c1-c1ccccc1,-4%,0%,-6%,-8.5%,8%,1%,20%,0.079,0.52,0.37,0.59,11%
O=S(=O)(NC1CCCC1)c1ccc(S(=O)(=O)N(Cc2cccs2)CC2CCCO2)cc1 (stereo unspecified),1%,26%,20%,-4.1%,3%,9%,2%,-0.76,-0.21,-0.15,0.11,-1%
CC(C)NC(=O)Cn1cc(C(=O)COc2ccccc2)c2ccccc21,0%,-2%,-2%,-2.7%,-7%,-4%,-1%,-0.13,-0.3,0.54,-0.15,-6%
Cc1cccc(Nc2c([N+](=O)[O-])c(=O)oc3ccccc23)c1,-3%,.,.,.,8%,2%,-1%,-0.43,-0.14,0.22,0.81,-6%
Brc1cc2c(cc1/C=N/Nc1nc(N3CCCC3)nc(N3CCOCC3)n1)OCO2,2%,8%,-1%,0.1%,0%,9%,0%,-0.88,-0.21,-0.94,0.68,-1%
CC(C)(Oc1ccc(Cl)cc1)C(=O)NCCN1C(=O)S/C(=C/c2cccnc2)C1=O,3%,-8%,0%,1.7%,-4%,4%,-22%,-0.58,-0.26,-0.59,0.87,2%
Cc1ccc(S(=O)(=O)N(CC(=O)N2CCCCCC2)c2ccccc2)cc1,-4%,-1%,-3%,-3.0%,10%,4%,2%,-0.96,-0.35,-0.56,1,-3%
O=C(NC(=S)NCC1CCCO1)c1ccccc1 (stereo unspecified),-10%,17%,5%,-3.3%,2%,3%,-9%,0.44,-0.21,0.27,0.089,0%
Cc1cc2ccccc2c(=O)n1CC(=O)N1CCN(c2cccc(Cl)c2)CC1,1%,-7%,-9%,-2.4%,-8%,5%,12%,-0.68,-0.22,-0.078,0.69,0%
CC1CC(C)CN(C(=O)c2cccc(S(=O)(=O)Nc3cc(C(F)(F)F)ccc3Cl)c2)C1 (stereo unspecified),1%,-4%,0%,-3.9%,14%,?,10%,-0.31,-0.085,-0.48,0.69,4%
C=CCn1c(NC(C)c2cc(Cl)ccc2O)nc2ccccc21 (stereo unspecified),-4%,-7%,-5%,-6.5%,-9%,4%,2%,2.8,0.19,1.9,-2,-2%
CCN(CC)C(=O)CCCOc1ccc(Cl)cc1Cl,-8%,5%,3%,-1.6%,-1%,-5%,-11%,-0.016,-0.23,0.15,0.31,4%
COc1ccc(-n2c(C)cc(C(=O)CN3C(=O)NC4(CCCc5sccc54)C3=O)c2C)cc1 (stereo unspecified),1%,18%,9%,-4.3%,-2%,5%,-3%,1.1,-0.058,0.87,-1.6,-5%
COc1ccccc1N(CC(O)COc1ccccc1C)S(=O)(=O)c1ccccc1 (stereo unspecified),-1%,7%,8%,-6.6%,-1%,-1%,-5%,-1.1,-0.3,-0.85,1,-2%
O=P(O)(COc1ccccc1)COc1ccccc1,-11%,-11%,-9%,-3.3%,-11%,-5%,8%,-0.95,-0.09,-0.4,0.85,-4%
NC(=O)c1ncc(C(F)(F)F)cc1Cl,-1%,2%,1%,-0.8%,-2%,7%,2%,1.5,-0.25,0.93,-1.1,-1%
Cc1cc(C)nc(SCc2ccc(F)cc2)n1,-1%,4%,8%,2.0%,6%,12%,-16%,-0.057,-0.19,0.15,0.038,7%
CC(CCc1ccccc1)NC(=O)c1ccncc1 (stereo unspecified),0%,12%,14%,-2.9%,6%,1%,30%,-0.24,-0.24,-0.28,1,1%
CCOc1ccccc1C(=O)n1nc(C)cc1C,-4%,8%,-3%,-8.8%,-11%,3%,5%,4.5,0.06,3.2,-2.7,-7%
CC1=NN(C(=O)CCCc2ccccc2)C(O)(C(F)(F)F)C1 (stereo unspecified),-6%,14%,10%,-3.3%,6%,-10%,-9%,0.42,-0.21,0.33,-0.15,0%
Cn1cc(C(=O)c2ccc(Cl)cc2Cl)cc1C=O,0%,-2%,-1%,-6.6%,9%,8%,2%,1.9,-0.27,1.7,-1.3,3%
CC1(C)CC(=O)C(C(C#Cc2ccccc2)C2=C(O)CC(C)(C)CC2=O)=C(O)C1,-2%,6%,8%,-1.2%,12%,9%,8%,-2,0.23,-0.82,-0.054,0%
O=C(CN(C(=O)c1csnn1)c1ccc(F)cc1)NCc1ccc(F)cc1,-4%,3%,-6%,-1.7%,13%,0%,-6%,0.59,-0.26,1.1,-0.66,1%
CCN1CCN(Cc2ccc(NC(=O)c3ccc(C)c(NC(=O)c4csc(-c5ccncc5)n4)c3)cc2C(F)(F)F)CC1,-14%,.,.,.,8%,11%,1%,0.79,-0.64,0.33,-0.41,-4%
Cc1cccn2c(=O)c3cc(C(=O)NCc4ccco4)c(=N)n(C(C)C)c3nc12,-28%,2%,-17%,-3.8%,-132%,18%,19%,-0.79,-0.16,-0.19,-0.73,2%
O=C(Nc1nn[nH]n1)c1ccc(S(=O)(=O)N2CCCCC2)cc1,7%,-11%,-14%,-8.8%,-4%,-2%,-11%,0.83,-0.32,0.7,-0.049,15%
CCC(C)NC(=O)NC1C(NC(=O)NC(C)CC)N(C)C(=O)N1C (stereo unspecified),0%,-1%,0%,19%,-4%,3%,14%,-0.24,0.26,0.14,0.7,4%
NC(=O)c1cccc(CC(=O)c2ccccc2)c1,-4%,.,.,.,-5%,8%,2%,0.15,-0.15,0.5,-0.51,4%
Cc1[nH]c2ccccc2c1C(=O)CSc1ccccc1,-5%,19%,10%,-7.4%,2%,-5%,3%,0.2,0.24,0.73,-1.1,12%
O=C(CN1CCC(c2nc3ccccc3s2)CC1)NCc1cccs1,2%,9%,5%,-1.5%,0%,3%,2%,0.56,0.58,0.47,-1.2,-4%
COc1ccccc1-n1c(SCC(=O)Nc2cccc(S(N)(=O)=O)c2)nc2ccccc2c1=O,0%,10%,39%,-5.4%,6%,6%,34%,0.23,-0.25,0.36,-0.25,4%
COc1cccc2c(O)cc(=O)n(C)c12,2%,-2%,-9%,0.2%,12%,7%,-1%,-0.21,-0.3,-0.44,0.6,8%
COc1ccc(NC(=O)CCN2C(=O)C3C4C=CC(C4)C3C2=O)cc1 (stereo unspecified),-8%,-4%,-8%,-5.1%,0%,5%,-6%,0.5,-0.22,-0.012,0.42,1%
O=C(O)CCC(=O)NNc1nc2ccccc2nc1-c1ccccc1,2%,-5%,-5%,-8.7%,4%,3%,6%,-0.11,-0.24,0.25,0.23,-1%
CCOCCCNC(=O)N1CCOCC1,0%,0%,2%,-5.2%,4%,2%,-5%,-0.72,-0.27,0.034,0.49,3%
Cn1c(=O)c2c(SCC(=O)N3CCCc4ccccc43)nc(CC(C)(C)C)nc2n(C)c1=O,10%,9%,7%,-5.7%,6%,3%,-21%,0.14,-0.24,0.11,0.027,4%
O=C(Nc1cccc(C(F)(F)F)c1)NC1CCN(S(=O)(=O)c2ccc(F)cc2)CC1,0%,7%,5%,-3.0%,5%,-2%,6%,0.13,-0.51,0.13,0.12,0%
COc1ccc(Cc2nnc(-c3ccc(F)cc3)o2)cc1OC,3%,19%,15%,-5.3%,2%,0%,10%,-0.51,-0.2,-0.24,0.27,2%
Cn1c(NCc2ccccc2)nc2c1c(=O)n(Cc1ccccc1)c(=O)n2C,0%,18%,19%,1.1%,-3%,0%,17%,-0.64,-0.25,-0.37,-0.07,3%
COc1ccc(NS(=O)(=O)c2ccc(OCC(=O)N3CCOCC3)cc2)cc1,-11%,11%,3%,-2.1%,-5%,4%,-10%,-0.37,-0.24,-1,0.4,-1%
Fc1cccc(Cn2cc(C(=S)N3CCCCC3)c3ccccc32)c1,0%,12%,13%,-1.2%,-9%,-4%,-8%,-0.3,-0.23,-0.55,0.32,6%
Cc1nc(S(=O)(=O)c2ccc(Cl)cc2)c(NCc2ccccc2)o1,-4%,-15%,-26%,-4.9%,29%,-5%,20%,0.57,-0.14,0.51,-1,0%
O=C(/C=C/c1cn(-c2ccccc2)nc1-c1cccnc1)NCCN1CCOCC1,-5%,11%,9%,-3.6%,-1%,1%,-4%,-0.9,-0.041,-0.33,0.67,-2%
O=C(O)c1ccc(N2C(=O)c3[nH]nc(-c4ccccc4)c3C2c2ccccc2)cc1 (stereo unspecified),3%,-14%,-6%,-6.4%,24%,3%,8%,0.12,-0.043,0.16,-1.3,0%
O=C(Nc1nnc(-c2ccccc2)s1)c1cccc(S(=O)(=O)N2CCOCC2)c1,1%,8%,-5%,-5.9%,19%,3%,22%,-0.44,-0.046,-0.78,0.4,10%
COC(=O)c1ccc(NC(=O)COc2ccccc2OC)cc1,-7%,7%,15%,-0.2%,4%,3%,0%,0.4,-0.19,0.36,-0.13,3%
COC(=O)c1ccc(CSc2nc3ccccc3s2)o1,5%,7%,8%,-6.9%,5%,4%,-11%,-1.5,-0.16,-0.93,0.41,3%
N/C(=N\OC(=O)Cc1ccccc1)c1ccccn1,-10%,0%,-3%,-1.3%,4%,4%,2%,-1.1,-0.24,-1.1,0.46,1%

# Single records, from the list above:
# `O=C(/C=C/c1cn(-c2ccccc2)nc1-c1cccnc1)NCCN1CCOCC1` is listed as LYP inhibition = -5%; human PMI inhibition = 11%; human PMI inhibitors = 9%; XIAP displacement = -3.6%; M17LAP inhibition = -1%; M1AAP inhibition = 1%; AID2073 = -4%; Dynein cargo inh = -0.9; Dynein cargo inh cytoplasmic EGFP = -0.041; Dynein cargo inh nuclear GR-EGFP = -0.33; Dynein cargo inh cell count = 0.67; Siah-1 displacement = -2%
# `O=C(Nc1nnc(-c2ccccc2)s1)c1cccc(S(=O)(=O)N2CCOCC2)c1` is listed as LYP inhibition = 1%; human PMI inhibition = 8%; human PMI inhibitors = -5%; XIAP displacement = -5.9%; M17LAP inhibition = 19%; M1AAP inhibition = 3%; AID2073 = 22%; Dynein cargo inh = -0.44; Dynein cargo inh cytoplasmic EGFP = -0.046; Dynein cargo inh nuclear GR-EGFP = -0.78; Dynein cargo inh cell count = 0.4; Siah-1 displacement = 10%

# From PubChem
